NRP1-CendR mod – modulators of CendR peptide binding to human neuropilin-1; O14786; FAM-RPARPAR peptide binding to NRP-1, fluorescence polarization; inhibition, % at 25 µM; 360,000 tested, 0.85% active;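 active = inhibition or corrected inhibition above about 18%, plus a signal ratio from 0.5 to 1.5, limit read from the data, passing the limit was not always enough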; also: strong numbers were not always called active
Target sequence (O14786 whole entry, looked up): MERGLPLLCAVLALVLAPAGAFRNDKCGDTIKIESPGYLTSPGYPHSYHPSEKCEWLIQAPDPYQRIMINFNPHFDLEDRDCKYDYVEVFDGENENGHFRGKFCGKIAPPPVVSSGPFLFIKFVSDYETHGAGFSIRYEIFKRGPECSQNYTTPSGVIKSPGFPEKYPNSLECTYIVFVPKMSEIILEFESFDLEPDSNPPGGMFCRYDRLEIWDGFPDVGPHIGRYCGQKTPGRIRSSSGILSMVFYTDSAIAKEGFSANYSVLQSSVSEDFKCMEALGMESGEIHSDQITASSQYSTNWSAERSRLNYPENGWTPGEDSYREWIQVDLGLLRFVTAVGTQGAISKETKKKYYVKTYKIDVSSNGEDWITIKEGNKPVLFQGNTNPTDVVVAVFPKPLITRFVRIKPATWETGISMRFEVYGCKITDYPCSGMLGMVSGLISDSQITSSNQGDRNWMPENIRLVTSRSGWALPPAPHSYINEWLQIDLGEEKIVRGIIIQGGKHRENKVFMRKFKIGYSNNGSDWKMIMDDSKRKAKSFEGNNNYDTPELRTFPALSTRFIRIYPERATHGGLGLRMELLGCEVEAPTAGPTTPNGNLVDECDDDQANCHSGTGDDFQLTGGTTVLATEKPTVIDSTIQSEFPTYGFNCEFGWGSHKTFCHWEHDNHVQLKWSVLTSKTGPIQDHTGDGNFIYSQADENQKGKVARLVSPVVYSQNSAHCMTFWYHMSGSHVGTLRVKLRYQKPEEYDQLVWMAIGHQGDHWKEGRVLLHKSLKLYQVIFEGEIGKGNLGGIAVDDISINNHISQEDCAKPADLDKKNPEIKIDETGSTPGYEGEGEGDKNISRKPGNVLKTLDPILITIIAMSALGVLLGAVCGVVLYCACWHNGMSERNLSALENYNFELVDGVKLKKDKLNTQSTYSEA
FAS-TE inh – blocks the thioesterase domain of human fatty acid synthase. P49327. recombinant FAS-TE, OMFH fluorogenic substrate, fluorescence endpoint. inhibition, % at 15 µM. 360,000 tested, 0.67% active;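 active = compounds whose normalised, plate-corrected inhibition of enzyme fluorescence in the single-dose primary screen is 50% or more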;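 also: 0% = DMSO with enzyme and 100% = substrate without enzyme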
SKN-1 block – C. elegans SKN-1 inhibition; C. elegans VP596 Pgst-4::GFP/RFP ratio, acrylamide-induced, 24 h; inhibition, % at 21.8 µM; 360,000 tested, 0.49% active;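 active = interference check ratio from 0.5 to 1.5 plus GFP to RFP signal ratio inhibition reaching or exceeding a fixed threshold, cut at about 30% in these data, passing the limit was not always enough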; also: some compounds called inactive have numbers as strong as hits
Neddyl block – cullin neddylation inhibition | 360,000 tested, 0.58% active | calls only at 25 µM | TR-FRET cullin neddylation, biochemical; in the data active = inhibition above about 36%
MLLE-PAM2 inh – blocks PAM2 peptide binding to the PABP1 MLLE domain | GST-MLLE / FITC-PAM2 fluorescence polarization | inhibition, % at 20 µM | 360,000 tested, 0.36% active; in the data active = inhibition above about 35%, passing the limit was not always enough;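 also: plate controls were DMSO wells with GST-MLLE for no effect and wells lacking GST-MLLE protein for full effect; some results filed as inactive read as strong as hits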
E coli Lon inh – E. coli protease La inhibition; purified E. coli Lon protease, fluorescence polarization; inhibition, % at 7.94 µM; 360,000 tested, 0.42% active; AID 602123; in the data active = inhibition above about 13%, passing the limit was not always enough;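 also: 0% = enzyme with probe and DMSO and 100% = no enzyme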
Rin1-Abl PPI inh – human Rin1-Abl interaction inhibition; TR-FRET Rin1/Abl binding, biochemical; AID 588664; inhibition, % at 7.35 µM; 360,000 tested, 0.4% active; in the data active = inhibition above about 5%, passing the limit was not always enough
bovine MsrA act – bovine methionine sulfoxide reductase A activation; purified bovine MsrA, absorbance read-out; activation, % at 10.6 µM; 360,000 tested, 0.3% active; AID 602163; in the data active = activation above about 7.5%;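 also: 0% = vehicle and 100% = reference activator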
MT1-MMP act inh – inhibitors of human MT1-MMP activation; P50281; HT1080 RFP-PRO-GFP cells, GFP/RFP ratio fluorescence, overnight; percent of plate control window, DMSO zero; GFP/RFP ratio change, % at 20 µM; 360,000 tested, 0.061% active; AID 651647;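 active = GFP/RFP ratio change of at least 30% with cell ATP level not reduced by more than half and red fluorescence within 50% of control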; also: strong numbers were not always called active
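Assay system – RFP-PRO-GFP reporter HT1080 cells · Compound dosing – single dose of 20 µM compound, 1% DMSO final · Incubation – overnight compound exposure at 37 °C · Measure – GFP/RFP fluorescence ratio · Benchmarks – DMSO wells and RFP-L50D-GFP cells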
Numbers without * were called inactive; i = inactive; . = not tested or not shown.

Values in the order – NRP1-CendR mod	FAS-TE inh	SKN-1 block	Neddyl block	MLLE-PAM2 inh	E coli Lon inh	Rin1-Abl PPI inh	bovine MsrA act	MT1-MMP act inh
> O=C(O)c1cscc1Cc1cccs1
→ -10	-4	9	i	4	-12	4	-2	5
> Cc1cc(NC(=O)c2cc(-c3cccs3)on2)no1
→ 11	-4	4	i	-6	-7	-2	-2	-5
> Cc1ccc(NC(=O)C2CCCN2C(=O)NCc2ccccc2)cc1 (configuration not stated)
→ -5	-1	1	i	2	5	4	-4	-1
> FC(F)(F)c1cc(-c2ccco2)nc(NCc2cccnc2)n1
→ -8	0	1	i	7	4	-13	-1	-1
> COC(=O)C1=C(C(=O)OC)[C@@H]2N(C)c3ccccc3[C@@]23C[C@@H](C(=O)OC)N(C(=O)c2ccc(Br)cc2)C3=N1
→ 4	23	11	i	14	14	0	3	3
> COc1cccc2sc(/N=C/N(C)C)nc12
→ 1	-7	-6	i	15	1	-5	-4	1
> COc1cccc(C(=O)Nc2sc3c(c2C(=O)O)CCCC3)c1
→ 2	-5	2	i	19	-12	0	-1	-16
> Cc1ccc2sc(NC(=O)C3CC3)nc2c1C
→ -1	-1	17	i	-5	-6	5	-4	2
> O=C(Nc1ccccc1)NC1(C(=O)NCc2ccc3c(c2)OCO3)CCCCC1
→ 1	2	12	i	3	-3	0	-2	0
> Cc1ccc(CN2CCN(Cc3ccc(-n4cccn4)cc3)CC2CCO)cc1 (configuration not stated)
→ -4	-3	-11	i	0	4	-3	3	5
> C(=NN1CCCCCC1)c1ccc2c(c1)OCO2
→ 8	6	4	i	-34	-8	4	-1	1
> O=C(O)CCN1C(=O)c2ccc(Oc3ccc([N+](=O)[O-])cc3)cc2C1=O
→ 4	-4	-7	i	-7	-3	-2	-5	-1
> COc1cccc(C2C(C(=O)c3cc4ccccc4o3)=C(O)C(=O)N2CCN2CCOCC2)c1 (configuration not stated)
→ 5	-4	-4	i	-4	-9	-2	-6	0
> O=C(CSc1nnc(CNc2ccc(Cl)cc2)o1)Nc1nc2ccccc2s1
→ -15	-3	2	i	-14	-3	0	-6	1
> O=C(c1ccco1)N1CCN(C(=O)C(Sc2ccccc2)c2ccccc2)CC1 (configuration not stated)
→ -7	-2	18	i	6	-3	2	1	-3
> COc1ccccc1NC(=O)c1ccc(S(=O)(=O)N2CCCC2)cc1
→ -5	-1	-14	i	-12	-9	0	-2	1
> O=C(NC(=S)Nc1ccc(F)c(Cl)c1)C1CC1
→ 4	7	13	i	25	8	1	-8	1
> Cc1ccc(CN(C)C(=O)CCNC(=O)c2ccc(Cl)cc2)o1
→ -1	3	-1	i	15	8	-1	-1	1
> Cc1cc(C)nc(/N=C(\N)Nc2ccc(OCCC(C)C)cc2)n1
→ 1	-103	15	i	-2	0	1	-2	-7
> O=C(c1cnc2n(c1=O)CCS2)N(C1CCCCC1)C1CCCCC1
→ -10	-1	2	i	-10	0	0	-2	2
> COc1cccc(C2C(C#N)=C(N)Oc3cc(C)n(Cc4ccccn4)c(=O)c32)c1OC (configuration not stated)
→ 2	-4	22	i	-8	-20	0	-8	-1
> Cc1ccc(S(=O)(=O)CC(C)N2CCN(C3CCCCC3)CC2)cc1 (configuration not stated)
→ -1	-4	-6	i	-6	-5	1	0	4
> Cc1cc(S(=O)(=O)NC[C@H]2O[C@@H](n3ccc(N)nc3=O)[C@H](O)[C@@H]2O)c(C)s1
→ 1	-9	-4	i	-5	-13	-4	-3	2
> OCCC1CN(Cc2nc3ccccc3s2)CCN1CCc1ccccc1 (configuration not stated)
→ 6	2	1	i	-6	-13	0	-1	4
> CC(=O)c1cccc(NC(=O)C(C)OC(=O)C2=NNC(=O)CC2)c1 (configuration not stated)
→ -8	-5	3	i	2	-1	-2	-3	0
> N=C(c1cccc([N+](=O)[O-])c1)N1CCCCC1
→ 21	0	0	i	-7	0	2	-2	-3
> CC1CN(CC(O)COC(c2ccc(Cl)cc2)c2ccc(Cl)cc2)CC(C)O1 (configuration not stated)
→ -2	17	3	i	13	-8	-4	-3	-5
> CC1CCCC(NC(=O)COC(=O)CN2C(=O)C3CCCCC3C2=O)C1C (configuration not stated)
→ -9	-2	4	i	18	2	1	-3	2
> Cc1sc2nc(CSC(C)C(=O)N(C)CC(=O)Nc3ccccc3C(F)(F)F)[nH]c(=O)c2c1C (configuration not stated)
→ -30	-6	2	i	-7	-17	-3	-2	-9
> CCOC(=O)c1c(-c2ccccc2)oc2ccc(OC)cc12
→ -6	25	9	.	4	3	1	-5	3

2 records drawn at random from those above, as already listed:
Values in the order – NRP1-CendR mod	FAS-TE inh	SKN-1 block	Neddyl block	MLLE-PAM2 inh	E coli Lon inh	Rin1-Abl PPI inh	bovine MsrA act	MT1-MMP act inh
> O=C(c1cnc2n(c1=O)CCS2)N(C1CCCCC1)C1CCCCC1
→ -10	-1	2	i	-10	0	0	-2	2
> Cc1ccc(S(=O)(=O)CC(C)N2CCN(C3CCCCC3)CC2)cc1 (configuration not stated)
→ -1	-4	-6	i	-6	-5	1	0	4

Later entries
Values in the order – NRP1-CendR mod	FAS-TE inh	SKN-1 block	Neddyl block	MLLE-PAM2 inh	E coli Lon inh	Rin1-Abl PPI inh	bovine MsrA act	MT1-MMP act inh
> CN(C)/C=C(/C#N)C(=O)c1cccc(Oc2ccc(C(C)(C)C)cc2)c1
→ -6	9	11	i	-5	-4	1	-4	1
> COc1ccc(N(CC(=O)N/N=C(\C)c2ccc(C)cc2)S(=O)(=O)c2ccccc2)cc1
→ -8	-2	7	i	5	5	-4	-2	2
> CCOc1ccc(S(=O)(=O)N(CC)CC(=O)N2CCCC2)cc1C
→ 2	-6	1	i	0	6	-4	-2	0
> CCOc1ccc(NC(=O)c2ccc(-n3cccn3)nc2)cc1
→ 7	0	8	i	-3	1	0	-2	3
> N#CC1=C(N)Oc2cc(O)ccc2C1C1CCCCC1 (configuration not stated)
→ -8	13	9	i	8	-2	-4	-2	-6
> Cc1cc(=O)n2[nH]c(-c3ccc(Cl)cc3)cc2n1
→ -9	-7	-26	i	-4	-13	2	-9	3
> COc1cccc(CN2CCC(Oc3ccc(C(=O)N4CCCCC4)cc3)CC2)c1O
→ 1	-6	4	i	-2	1	3	-1	0
> CC(C)C[C@@H](CNCC(=O)[C@H](CC(C)C)NC(=O)c1[nH]cnc1C(=O)N[C@@H](C)CN)NC(=O)c1nc[nH]c1C(=O)N[C@@H](C)C(=O)O
→ 4	-10	1	i	3	8	-2	2	1
> COC(=O)C1=C(C)N(c2ccc(F)cc2)/C(=C/c2ccc(O)cc2)C1=O
→ -8	-2	-10	i	-9	-5	5	1	-122
> Cc1ccc(C)c(NC(=O)C2CCN(S(=O)(=O)c3ccc4c(c3)NC(=O)CO4)CC2)c1
→ -3	1	10	i	-16	1	-5	1	2
> CC[C@H](C)[C@@H](CNC)NC[C@@H](Cc1ccc(O)cc1)NCC(C)(C)C
→ 11	-10	5	i	8	1	-1	-2	4
> c1ccc(C(c2ccccc2)N2CCN(Cc3nnnn3C3CCCC3)CC2)cc1
→ 2	27	14	i	4	6	-5	1	-15
> CN(c1ccccc1)S(=O)(=O)c1ccc(C(=O)N2CCCC2)cc1
→ -4	-5	-8	i	7	3	3	-3	3
> CC(=O)Oc1ccc(C(=O)Nc2ccccc2C(=O)NCC(C)C)cc1
→ 1	-3	-9	i	3	1	-3	-8	8
> Cc1nn(C)c(C)c1CN(C)C(=O)c1cnn2c1NC(c1ccccc1)CC2C(F)(F)F (configuration not stated)
→ -20	-4	4	i	-6	-3	2	-3	-4

Part of the list above in order of count of non-hydrogen atoms, highest first.
Values in the order – NRP1-CendR mod	FAS-TE inh	SKN-1 block	Neddyl block	MLLE-PAM2 inh	E coli Lon inh	Rin1-Abl PPI inh	bovine MsrA act	MT1-MMP act inh
> COc1cccc(CN2CCC(Oc3ccc(C(=O)N4CCCCC4)cc3)CC2)c1O
→ 1	-6	4	i	-2	1	3	-1	0
> c1ccc(C(c2ccccc2)N2CCN(Cc3nnnn3C3CCCC3)CC2)cc1
→ 2	27	14	i	4	6	-5	1	-15
> CC1CN(CC(O)COC(c2ccc(Cl)cc2)c2ccc(Cl)cc2)CC(C)O1 (configuration not stated)
→ -2	17	3	i	13	-8	-4	-3	-5
> Cc1cc(S(=O)(=O)NC[C@H]2O[C@@H](n3ccc(N)nc3=O)[C@H](O)[C@@H]2O)c(C)s1
→ 1	-9	-4	i	-5	-13	-4	-3	2
> CC(=O)Oc1ccc(C(=O)Nc2ccccc2C(=O)NCC(C)C)cc1
→ 1	-3	-9	i	3	1	-3	-8	8
> CC(=O)c1cccc(NC(=O)C(C)OC(=O)C2=NNC(=O)CC2)c1 (configuration not stated)
→ -8	-5	3	i	2	-1	-2	-3	0
> CCOC(=O)c1c(-c2ccccc2)oc2ccc(OC)cc12
→ -6	25	9	.	4	3	1	-5	3
> N#CC1=C(N)Oc2cc(O)ccc2C1C1CCCCC1 (configuration not stated)
→ -8	13	9	i	8	-2	-4	-2	-6
> Cc1cc(=O)n2[nH]c(-c3ccc(Cl)cc3)cc2n1
→ -9	-7	-26	i	-4	-13	2	-9	3
> N=C(c1cccc([N+](=O)[O-])c1)N1CCCCC1
→ 21	0	0	i	-7	0	2	-2	-3
> COc1cccc2sc(/N=C/N(C)C)nc12
→ 1	-7	-6	i	15	1	-5	-4	1
> O=C(O)c1cscc1Cc1cccs1
→ -10	-4	9	i	4	-12	4	-2	5

New compounds follow
Values in the order – NRP1-CendR mod	FAS-TE inh	SKN-1 block	Neddyl block	MLLE-PAM2 inh	E coli Lon inh	Rin1-Abl PPI inh	bovine MsrA act	MT1-MMP act inh
> COC(=O)c1cc(NC(=S)N2CCN(c3ccccn3)CC2)cc(C(=O)OC)c1
→ -4	-7	1	i	-95	1	-1	-2	-2
> O=c1cc(C(F)(F)F)nc(-c2cccnc2)[nH]1
→ 1	7	7	i	7	2	-1	-3	0
> C/C(=N\NC(=O)CNC(=O)c1cccc(F)c1)c1ccc2ccccc2c1
→ 12	1	7	i	6	6	3	-5	2
> COc1ccccc1-c1ccc([C@@H]2C[C@H]3[C@H](CON3C)CN2C(=O)c2ccc(-c3ccccc3)cc2)cc1
→ 2	43	9	i	9	-1	2	-7	-3
> CSCC[C@@H](C(=O)NCCCCCCCCCCC(=O)N1CCN(C(=O)OC(C)(C)C)CC1)n1cc(CCO)nn1
→ 21	-11	15	i	9	1	0	1	4
> Cc1cccc(N2CCN(C(=O)NCc3ccc(F)cc3)CC2)c1C
→ 3	9	-4	i	4	0	-2	-1	0
> CNC(=O)CSc1nc2nn(-c3ccccc3)c(=O)c-2c2n1CCCCC2
→ 3	-2	16	i	-23	-1	-4	-1	8
> O=c1[nH]c(N2CCCCC2)nc2c1CCCC2
→ -6	-5	-14	i	-3	-8	4	-13	1
> Fc1cccc(Cc2c(-c3cccc(Cl)c3)nc3ccc(Br)cn23)c1
→ -72	8	18	i	-42	-39	-6	-2	-10
> CN(C(=O)Nc1ccccc1)C1CCCc2ccccc21 (configuration not stated)
→ 3	-2	5	i	2	-1	0	-1	0
> COc1ccc(/C=C(\C#N)C(=O)OCCNC(=O)c2ccncc2)cc1
→ 1	-12	-6	i	-6	-7	1	-3	-4
> Cc1ccc2nc(-c3ccc(C#N)cc3)c(Cc3ccccc3C(F)(F)F)n2c1
→ -4	31	19	.	0	-3	3	1	-8
> CCOC(=O)C1=NNC2(c3ccccc3)C(=O)N(c3cccc(Br)c3)C(=O)C12 (configuration not stated)
→ 11	14	18	i	-9	2	1	3	2
> Cc1cccn2cc(-c3ccc(F)cc3)cc12
→ -4	12	10	i	7	-2	1	-3	-3
> CC(=O)NC1(c2cccc(F)c2)CCN(CC(=O)NC2CCCCC2)CC1
→ -8	-8	10	i	-4	0	1	-4	-3
> COc1cccc(CNS(=O)(=O)c2ccc3c(c2)NC(=O)CS3)c1
→ 12	-1	-11	i	-1	2	-3	0	-3

Assay outcomes: PubChem BioAssay, several laboratories
